MPTP block: mitochondrial permeability transition pore inhibitors, primary screen, biochemical, isolated mouse mitochondria, absorbance | AID 602449, 2012 | 360,000 tested, 1.4% active | Ca2+ swelling absorbance, 30 min | inhibition, % at 10 µM;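 active = inhibition of 50% or more, scaled per plate between neutral and stimulator controls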;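 note: 0% = DMSO wells given calcium and 100% = 1 mM EGTA wells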
EBI2 block: EBI2 receptor antagonists, beta-arrestin recruitment, primary screen, cell-based, luminescence, 7a,25-OHC stimulation, uHTS. AID 651636, 2012. inhibition, % at 5 µM. G-protein coupled receptor 183 (Homo sapiens), P32249. 360,000 tested, 0.81% active. 7a,25-OHC stimulated; in the data active = inhibition above about 38%;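 note: enzyme fragment complementation signal reports receptor beta-arrestin coupling in cells; 0% = agonist plus DMSO wells and 100% = wells without agonist; some results beyond the cut were filed as inactive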
Target sequence (P32249 whole entry, looked up, the tested form may be a part): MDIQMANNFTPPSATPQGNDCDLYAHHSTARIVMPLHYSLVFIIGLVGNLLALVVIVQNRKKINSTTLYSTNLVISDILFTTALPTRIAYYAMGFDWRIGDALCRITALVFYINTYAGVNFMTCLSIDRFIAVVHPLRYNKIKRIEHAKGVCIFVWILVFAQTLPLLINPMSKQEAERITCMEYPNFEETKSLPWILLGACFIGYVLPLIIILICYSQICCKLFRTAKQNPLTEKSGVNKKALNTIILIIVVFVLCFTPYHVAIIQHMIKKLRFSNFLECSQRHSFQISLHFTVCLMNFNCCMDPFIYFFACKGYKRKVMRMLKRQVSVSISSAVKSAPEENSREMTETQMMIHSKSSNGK
CXCR6 block: CXCR6 receptor inhibitors, primary screen, cell-based, beta-arrestin, luminescence, CHO-K1 PathHunter, 1536-well; C-X-C chemokine receptor type 6 (Homo sapiens), O00574; inhibition, % at 20 µM; 360,000 tested, 0.36% active; in the data active = inhibition above about 34%, passing the limit was not always enough;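 note: antagonist mode with CXCL16 agonist at 10 nM final; 0% = 10 nM CXCL16 with DMSO and 100% = unstimulated wells without agonist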
Target sequence (O00574 whole entry, looked up): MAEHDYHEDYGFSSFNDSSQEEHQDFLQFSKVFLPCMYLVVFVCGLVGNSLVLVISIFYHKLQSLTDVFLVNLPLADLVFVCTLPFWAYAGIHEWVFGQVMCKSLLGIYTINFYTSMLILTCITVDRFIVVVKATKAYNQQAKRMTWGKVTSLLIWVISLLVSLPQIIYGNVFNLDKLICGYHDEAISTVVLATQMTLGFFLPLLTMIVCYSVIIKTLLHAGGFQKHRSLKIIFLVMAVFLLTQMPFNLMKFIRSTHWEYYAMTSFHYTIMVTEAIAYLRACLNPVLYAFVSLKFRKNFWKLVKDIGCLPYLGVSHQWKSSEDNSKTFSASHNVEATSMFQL
* hit, by the source's call. An excerpt; count on the stated rates, not on these rows.

no. | MPTP block | EBI2 block | CXCR6 block | molecule
1 | -1.6 | -6 | -1 | CC(=O)Nc1ccc(C(=O)N2CCCCC2c2cc(C(=O)Nc3cccc(C#N)c3)no2)cc1 (stereo not drawn)
2 | -0.2 | -13 | -11 | O=c1[nH]c(SCc2ccc(OC(F)(F)F)cc2)nc2c1CCC2
3 | 4.4 | -4 | 1 | C[C@@H]1CN([C@H](C)CO)C(=O)c2cc(Br)cnc2O[C@@H]1CN(C)C(=O)NC1CCCC1
4 | 0.5 | -10 | 2 | Cc1ccc(-c2nc3ccc(C)cn3c2Cc2ccccn2)cc1
5 | -1.8 | -6 | 3 | CCCN(C)C1CN(Cc2cn(CCCOC)nn2)S(=O)(=O)C1 (stereo not drawn)
6 | -1.3 | -6 | -5 | CCCS(=O)(=O)NC(=O)C1(C)CCCN(C(=O)c2ccc(C#N)cc2)C1 (stereo not drawn)
7 | 0.2 | 9 | 3 | O=C(COc1ccc(S(=O)(=O)N2CCOCC2)cc1)NCCc1ccc(Cl)cc1
8 | -0.2 | -5 | 3 | COc1ccc(NC(=O)c2cc(C3CCCCN3C(=O)c3ccccc3)on2)c(C)c1 (stereo not drawn)
9 | -1.0 | -10 | 2 | COc1ccc(NC(C)=O)cc1NC(=O)c1c(C)noc1C
10 | 0.1 | -5 | 1 | O=C(Nc1oc2ccccc2c(=O)c1-c1ccc2c(c1)OCO2)c1ccco1
11 | 7.4 | 9 | -5 | OC(c1ccc(Cl)cc1)c1ncc(-c2ccc(Oc3ccccc3)cc2)[nH]1 (stereo not drawn)
12 | -1.2 | -6 | -2 | O=C(Nc1ccccc1N1CCOCC1)c1cccc2ccccc12
13 | 1.9 | -9 | -5 | Cc1ccc(S(=O)(=O)N2C[C@H]3C(=O)C[C@@H]4C(=O)N(c5ccccc5)C(=O)[C@@H]4[C@@H]3C[C@H]2c2cccs2)cc1
14 | 0.6 | -7 | -4 | COc1ccc(OCC(=O)Nc2ccc3c(c2)nc(CCN2CCN(c4ccccn4)CC2)n3C)cc1
15 | -0.4 | -11 | -6 | COCCNC(=O)C1CCCN(Cc2cccc(Cl)c2)CC1 (stereo not drawn)
16 | -0.9 | 2 | -2 | COc1ccc(Cc2c(-c3ccc(F)cc3)nc3c(C)cc(Br)cn23)c(C)c1
17 | -0.3 | 10 | 5 | CCc1nc2ccc(C(=O)N(C)C(C)C)cn2c1N(CC)Cc1cccc(Br)c1
18 | -0.3 | -10 | 2 | C=CCNc1n[nH]c(=S)s1
19 | -1.5 | -9 | -5 | CNC(C)C(=O)NC(C(=O)NC(C)C(=O)NNc1ccccc1)C(C)C (stereo not drawn)
20 | -2.4 | -2 | -4 | CC(C)NC(=O)C1(C)Cc2c(-c3ccc(C(N)=O)cc3)ccnc2O1 (stereo not drawn)
21 | 1.9 | -24 | -14 | Clc1ccc2c(-c3ccccc3)nc(-c3cccs3)nc2c1
22 | 0.3 | -3 | -1 | CCCN(C)C1CN(Cc2cn(CCCC(=O)OC)nn2)S(=O)(=O)C1 (stereo not drawn)
23 | 0.5 | 6 | 14 | CSc1nc(N)c(C(=O)N(c2ccccc2)c2ccccc2)s1
24 | 0.9 | -8 | -8 | Cc1ccccc1C(=O)N(C)[C@H]1C[C@H]2c3[nH]c4ccccc4c3CCN2C[C@H]1[C@H](C)O
25 | -0.4 | 2 | -2 | CC[C@@H]1CC2=C(C(=O)OC(C)(C)O2)[C@H](c2ccc(F)cc2)O1
26 | 0.2 | -5 | -4 | CCCS(=O)(=O)NC(=O)C1(C)CCCN(C(=O)c2cc(C)nn2C(C)(C)C)C1 (stereo not drawn)
27 | 0.2 | -8 | -1 | O=C(NCc1ccncc1)[C@@H]1CCCN1C(=O)[C@H]1CCCN1C(=O)c1cccs1
28 | 2.4 | 12 | 1 | CCOC(=O)[C@]12CCC=C1N(Cc1ccc(Cl)cc1Cl)C(=O)[C@H](CC(=O)NCc1cccc3ccccc13)C2
29 | -1.5 | 2 | 5 | C[C@H](CO)N1C[C@H](C)[C@H](CN(C)Cc2ccncc2)Oc2ncc(C#CC3CC3)cc2C1=O
30 | 1.5 | 7 | 2 | CCOC(=O)C1=C[C@@H](C(C)C)N(S(=O)(=O)c2ccc(C)cc2)[C@H]1c1ccc(C(C)C)cc1

Whole records from above. Values in the order: MPTP block	EBI2 block	CXCR6 block
C[C@@H]1CN([C@H](C)CO)C(=O)c2cc(Br)cnc2O[C@@H]1CN(C)C(=O)NC1CCCC1 as listed: 4.4	-4	1
COCCNC(=O)C1CCCN(Cc2cccc(Cl)c2)CC1 (stereo not drawn) as listed: -0.4	-11	-6

The results go on:
no. | MPTP block | EBI2 block | CXCR6 block | molecule
31 | -0.8 | -6 | 2 | O=C(OCc1cn([C@H]2CN(C(=O)c3cccs3)[C@@H](c3ccccc3)C[C@@H]2O)nn1)c1ccccc1
32 | 0.0 | -3 | 2 | C[C@H]1CN([C@@H](C)CO)C(=O)CCCn2nncc2CO[C@@H]1CN(C)S(=O)(=O)c1ccc(Oc2ccccc2)nc1
33 | 0.6 | -4 | 4 | CN1CCN(c2cc(-c3ccc4ccccc4c3)nc3ccnn23)CC1
34 | -0.9 | -11 | 8 | CC(CC(=O)c1ccccc1)=NCCCN=C(C)CC(=O)c1ccccc1
35 | 1.0 | 2 | -9 | NS(=O)(=O)c1ccc(CCNc2ccn3nc(-c4ccc(OCCN5CCOCC5)cc4)cc3n2)cc1
36 | 0.4 | -4 | -2 | CCNC(=O)C1(C)CCN(C(=O)c2cccc(C(F)(F)F)c2)C1 (stereo not drawn)
37 | -2.1 | -14 | -8 | CCOC(=O)C1CC(=NO)c2ccc(OC)c(OC)c2C1 (stereo not drawn)
38 | 1.1 | -3 | -4 | O=C1NC[C@@H](Cc2cccc3ccccc23)N(CCc2cccc(F)c2)C1=O
39 | 0.3 | -4 | 1 | Cc1ccc(C(=O)N/N=C/c2cccnc2)cc1Cl
40 | 3.5 | -2 | -8 | COc1cc(C(O)c2nc(-c3ccc(C)c(C)c3)cs2)ccc1F (stereo not drawn)
41 | 1.4 | -2 | -9 | Cc1cc(=O)n(Nc2ccccc2)c(O)c1C#N
42 | 0.0 | 3 | 4 | Cc1ccc(S(=O)(=O)N2C[C@H]3C(=O)C[C@@H](c4cccc(Cl)c4)N(S(=O)(=O)c4ccc(C)cc4)[C@H]3C[C@H]2c2ccccc2)cc1
43 | 0.0 | -7 | 4 | CC1(C(=O)NCc2ccc(Cl)cc2)CCN1C(=O)Cc1cccc2ccccc12 (stereo not drawn)
44 | 0.2 | 22 | 14 | Cc1ccc2nc(C3CCCCC3)c(Cc3ccccc3)n2c1
45 | -0.1 | 1 | -2 | Cc1ccc(-c2nc3ccc(Br)cn3c2Cc2cccc(F)c2)cc1
46 | -1.1 | 4 | -13 | COc1ccc(CCN2C(=O)COc3ccccc3C2C(=O)NCc2ccccc2)cc1OC (stereo not drawn)
47 | 0.4 | 4 | 0 | COc1cccc(-c2cnc(C(O)c3ccc(F)c(C)c3)[nH]2)c1 (stereo not drawn)
48 | -0.9 | 0 | 6 | CC(=Cc1ccccc1)C=C1SC(=S)N(CCCC(=O)Nc2ccc(C(=O)O)cc2)C1=O
49 | -1.8 | -4 | -7 | Cn1nc(C(C)(C)C)cc1C(=O)N1CCCCC1c1cc(C(=O)NCc2cccnc2)no1 (stereo not drawn)
50 | 18 | 18 | -6 | CCOc1ccc(-c2cc(C(=O)NCc3cc(C(F)(F)F)cc(C(F)(F)F)c3)[nH]n2)c(C)c1
51 | -0.7 | 4 | 5 | CC(C)c1nc(CNC(=O)CC2C(=O)NCCN2Cc2ccccc2)cs1 (stereo not drawn)
52 | 0.7 | -4 | 5 | Cn1c(-c2ccccc2)cc(=O)cc1-c1ccccc1
53 | 0.8 | 20 | 12 | Cc1c(C(=O)NCc2ccccc2C(F)(F)F)sc(=O)n1Cc1ccc(Cl)c(Cl)c1
54 | 0.2 | -1 | 3 | O=C1[C@H]2[C@@H](c3ccccc3)N[C@]3(CCCN(CC4CCCCC4)C3=O)[C@H]2C(=O)N1Cc1ccccc1
55 | -0.3 | 7 | -10 | O=C(Nc1ccc(Cl)cc1)c1csc(COCCO)n1
56 | 1.1 | 23 | 6 | COc1ccc(-c2nc3c(C)cc(Br)cn3c2Cc2cccc(F)c2)cc1OC
57 | 0.7 | 35 | 2 | CCCCC[C@@H](C)N1C[C@H](COCc2ccccc2)Oc2cc(N3CCC[C@H]3COC)ccc2S1(=O)=O
58 | 0.6 | 3 | 2 | CNC(=O)c1ccc(CN(C)C(=O)c2cc(C3CC3)nc3c2cnn3C(C)C)cc1
59 | 0.3 | -11 | 4 | COc1cccc(S(=O)(=O)N(C)C[C@H]2OCc3cn(nn3)CCCC(=O)N([C@@H](C)CO)C[C@@H]2C)c1
60 | -0.8 | 2 | 1 | COc1ccc2c(c1)c1c(c(=O)n(-c3ccc(C)cc3)c(=O)n1CC(=O)NCC1CCCO1)n2C (stereo not drawn)

Six structures out of the list, arranged by SMILES length, smallest number first.
no. | MPTP block | EBI2 block | CXCR6 block | molecule
44 | 0.2 | 22 | 14 | Cc1ccc2nc(C3CCCCC3)c(Cc3ccccc3)n2c1
51 | -0.7 | 4 | 5 | CC(C)c1nc(CNC(=O)CC2C(=O)NCCN2Cc2ccccc2)cs1 (stereo not drawn)
38 | 1.1 | -3 | -4 | O=C1NC[C@@H](Cc2cccc3ccccc23)N(CCc2cccc(F)c2)C1=O
49 | -1.8 | -4 | -7 | Cn1nc(C(C)(C)C)cc1C(=O)N1CCCCC1c1cc(C(=O)NCc2cccnc2)no1 (stereo not drawn)
57 | 0.7 | 35 | 2 | CCCCC[C@@H](C)N1C[C@H](COCc2ccccc2)Oc2cc(N3CCC[C@H]3COC)ccc2S1(=O)=O
31 | -0.8 | -6 | 2 | O=C(OCc1cn([C@H]2CN(C(=O)c3cccs3)[C@@H](c3ccccc3)C[C@@H]2O)nn1)c1ccccc1

Three records drawn at random from those above:
no. | MPTP block | EBI2 block | CXCR6 block | molecule
36 | 0.4 | -4 | -2 | CCNC(=O)C1(C)CCN(C(=O)c2cccc(C(F)(F)F)c2)C1 (stereo not drawn)
46 | -1.1 | 4 | -13 | COc1ccc(CCN2C(=O)COc3ccccc3C2C(=O)NCc2ccccc2)cc1OC (stereo not drawn)
40 | 3.5 | -2 | -8 | COc1cc(C(O)c2nc(-c3ccc(C)c(C)c3)cs2)ccc1F (stereo not drawn)

(further entries)
no. | MPTP block | EBI2 block | CXCR6 block | molecule
61 | 0.9 | -6 | -4 | CCOc1ccc(CNC(=O)CN2C(=O)CSc3ccc(S(=O)(=O)N4CCOCC4)cc32)cc1
62 | -0.3 | -4 | -3 | OCCCNc1ncnc2c1ncn2[C@H]1CN(Cc2ccncc2)C[C@@H](CO)O1
63 | 1.6 | 13 | -4 | CCCCCC(=O)N1C[C@H](n2cc(COC(=O)c3ccccc3)nn2)[C@@H](O)C[C@@H]1c1ccc(C)cc1
64 | -1.8 | -10 | 7 | CS(=O)(=O)c1cc(N2CCOCC2)ccc1CNC[C@H]1O[C@@H](n2cnc3c(=O)[nH]c(N)nc32)[C@H](O)[C@@H]1O
65 | -0.7 | -5 | 6 | C[C@@H]1CCCCO[C@H](CN(C)C(=O)c2ccccc2)[C@@H](C)CN([C@H](C)CO)C(=O)c2cc(NC(=O)NC3CCCCC3)ccc2O1
66 | 0.9 | 3 | 6 | COc1ccc(OCCNC(=O)C2(C)CCN2Cc2ccc(SC)cc2)cc1 (stereo not drawn)
67 | 1.0 | -7 | -4 | O=C1c2ccccc2C(c2nnnn2-c2ccc3c(c2)OCCO3)N1CCOc1ccccc1 (stereo not drawn)
68 | 0.9 | 6 | 3 | O=C(NCCc1ccccc1)c1cccc2c(-c3cccnc3)coc12
69 | -1.0 | -4 | -6 | Nc1ncc(-c2ccc(F)cc2)nc1N1CCN(CCO)CC1
70 | 0.6 | 2 | -10 | COCC1CCN(C(=O)c2cc(COc3ccc(F)cc3Cl)on2)C1 (stereo not drawn)
71 | -1.6 | -9 | -7 | O=C1c2ccccc2C(c2nnnn2Cc2ccccc2)N1CCCN1CCOCC1 (stereo not drawn)
72 | 0.7 | 6 | 4 | O=C(Nc1cccc2ccccc12)c1ccco1
73 | 0.1 | -3 | 2 | O=C(Nc1cccc(Cl)c1)c1csc([C@@H]2C[C@H](O)[C@@H](CO)O2)n1
74 | -0.7 | -12 | -1 | CCCCC1CC2=C(C(=O)OC(C)(C)O2)C(c2ccc(F)cc2)O1 (stereo not drawn)
75 | -0.6 | -14 | -4 | O=C1NN=C2CCCCCCC12 (stereo not drawn)
76 | -1.7 | -8 | 0 | COc1cccc(-c2cnc3c(c2)C(=O)N([C@H](C)CO)C[C@@H](C)[C@H](CN(C)C(=O)Nc2ccccc2F)O3)c1
77 | -0.3 | 13 | 10 | Cc1cc2nc(-c3cccc(Cl)c3)c(Cc3ccccc3)n2c(C)c1Br

High-throughput results from PubChem BioAssay.
